High-throughput results from PubChem BioAssay.
PAD4 inh – human PAD4 inhibitors, primary screen, biochemical, fluorescence polarization, 1536-well format; Protein-arginine deiminase type-4 (Homo sapiens), Q9UM07; recombinant PAD4, RCA probe fluorescence polarization; inhibition, % at 6.36 µM; 0.41% of 330,000 active; AID 485272, 2010;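 active = percent inhibition above a cutoff equal to the mean of all tested compounds plus 3 SD, cut at about 15% in these data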;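 note: 0% = PAD4 with RCA probe and DMSO and 100% = probe without PAD4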
PAFAH1B3 inh – PAFAH1B3 enzyme inhibitors, primary screen, biochemical, fluorescence polarization, human | recombinant PAFAH1B3, FP-rhodamine probe | AID 492972, 2010 | Platelet-activating factor acetylhydrolase IB subunit alpha1 (Homo sapiens), Q15102 | 0.28% of 340,000 active | inhibition, % at 3.39 µM;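 active = inhibition above the screen-wide average of all tested compounds plus 3 SD, cut at about 25% in these data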;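 note: 0% = enzyme with DMSO only and 100% = wells lacking PAFAH1B3 protein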
Target sequence (Q15102 whole entry, looked up): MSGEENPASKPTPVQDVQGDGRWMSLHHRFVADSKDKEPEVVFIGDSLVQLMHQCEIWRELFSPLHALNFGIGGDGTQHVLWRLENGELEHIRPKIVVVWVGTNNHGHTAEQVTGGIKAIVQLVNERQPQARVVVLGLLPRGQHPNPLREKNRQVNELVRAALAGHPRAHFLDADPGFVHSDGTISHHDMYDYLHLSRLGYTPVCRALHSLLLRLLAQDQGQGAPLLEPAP
PAFAH2 FP inh – PAFAH2 enzyme inhibitors, primary screen, biochemical, fluorescence polarization, human | 0.99% of 340,000 active | AID 492956, 2010 | recombinant PAFAH2, FP-rhodamine activity probe | inhibition, % at 3.39 µM | Platelet-activating factor acetylhydrolase 2, cytoplasmic (Homo sapiens), Q99487;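 active = inhibition above the mean over all tested compounds plus 3 SD, cut at about 30% in these data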;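 note: inhibitors block probe labeling of enzyme so polarization drops; 0% = enzyme with DMSO and 100% = wells lacking PAFAH2 protein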
PREPL inhibitor – PREPL enzyme inhibitors, primary screen, biochemical, fluorescence polarization; Prolyl endopeptidase-like (Homo sapiens), Q4J6C6; recombinant PREPL, fluorescence polarization activity-based probe; inhibition, % at 5.96 µM; 0.68% of 320,000 active; AID 2751, 2010; in the data active = inhibition above about 43%;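 note: 0% = enzyme with DMSO and 100% = wells lacking enzyme; many of its hits are not listed in these tables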
LYPLA1 inh – LYPLA1 inhibitors, primary screen, counter-screen for PME1 inhibitor project, biochemical, fluorescence polarization, FP-Rh probe ABPP; 0.16% of 320,000 active; AID 2174, 2009; Acyl-protein thioesterase 1 (Homo sapiens), O75608; inhibition, % at 5.9 µM; recombinant LYPLA1;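 active = inhibition above the mean of all tested compounds plus 3 SD, set per campaign, cut at about 14% in these data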;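 note: inhibitors block serine hydrolase probe labeling of LYPLA1 so polarization falls; 0% = enzyme with DMSO and 100% = wells lacking LYPLA1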
Target sequence (O75608 whole entry, looked up): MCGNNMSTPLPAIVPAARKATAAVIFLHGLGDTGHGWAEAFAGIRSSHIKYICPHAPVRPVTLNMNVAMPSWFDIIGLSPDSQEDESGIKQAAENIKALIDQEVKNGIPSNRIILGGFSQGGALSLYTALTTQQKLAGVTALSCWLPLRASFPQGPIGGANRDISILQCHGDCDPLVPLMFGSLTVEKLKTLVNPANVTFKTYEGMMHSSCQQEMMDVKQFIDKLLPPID
GSTO1 inh – inhibitors of recombinant GSTO1, primary screen, counter-screen for RBBP9 inhibitor project, biochemical, fluorescence polarization. Glutathione S-transferase omega-1 (Homo sapiens), P78417. activity-based probe fluorescence polarization. inhibition, % at 5.96 µM. 1.1% of 300,000 active;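 active = inhibition above the campaign mean inhibition plus 3 SD, cut at about 35% in these data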;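 note: 0% = GSTO1-1 with DMSO and 100% = wells lacking GSTO1-1 enzyme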
EBNA-1 inh – EBNA-1 DNA-binding inhibitors, primary screen, biochemical, fluorescence polarization; inhibition, % at 14.8 µM; 0.34% of 300,000 active; AID 1950, 2009; in the data active = inhibition above about 28%
LYPLA2 counter – LYPLA2 inhibitors, primary screen, counter-screen for PME1 inhibitor project, biochemical, fluorescence polarization, FP-Rh probe ABPP | recombinant LYPLA2 | inhibition, % at 5.9 µM | 0.38% of 320,000 active | AID 2177, 2009;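 active = inhibition above the screen-wide mean plus 3 SD, limit set per campaign, cut at about 26% in these data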;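 note: 0% = LYPLA2 with DMSO and 100% = wells lacking LYPLA2 enzyme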
Target sequence (O95372 whole entry, looked up): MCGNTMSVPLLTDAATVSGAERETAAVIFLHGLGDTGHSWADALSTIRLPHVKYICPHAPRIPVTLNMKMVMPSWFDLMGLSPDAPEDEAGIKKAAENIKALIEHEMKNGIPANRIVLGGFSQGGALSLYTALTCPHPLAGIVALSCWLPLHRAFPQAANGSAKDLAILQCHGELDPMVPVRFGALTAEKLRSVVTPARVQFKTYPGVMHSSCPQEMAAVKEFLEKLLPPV
ZTA counter – ZTA (EBV) inhibition in EBNA-1 counter-screen | AID 2234 | 0.15% of 320,000 active | inhibition, % at 11 µM | ZTA-DNA binding, fluorescence polarization | P03206; in the data active = inhibition above about 33%
Target sequence (P03206 whole entry, looked up): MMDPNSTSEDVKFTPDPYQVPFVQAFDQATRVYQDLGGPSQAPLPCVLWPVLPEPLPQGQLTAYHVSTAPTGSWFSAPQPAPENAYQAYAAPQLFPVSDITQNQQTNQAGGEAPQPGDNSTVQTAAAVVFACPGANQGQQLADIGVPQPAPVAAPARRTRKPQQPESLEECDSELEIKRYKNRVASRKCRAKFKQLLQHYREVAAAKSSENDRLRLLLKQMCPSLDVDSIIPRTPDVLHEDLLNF
* hit, by the source's call; nt = not tested or not shown.

SMILES	PAD4 inh	PAFAH1B3 inh	PAFAH2 FP inh	PREPL inhibitor	LYPLA1 inh	GSTO1 inh	EBNA-1 inh	LYPLA2 counter	ZTA counter
COc1cc2[nH]c(=O)n(CCCC(=O)NC3CCCCC3)c(=O)c2cc1OC	0	3	-7	-3	3	7	-1	1	1
Cc1cccc(-n2nc3c(c2NC(=O)c2ccco2)CS(=O)C3)c1C (configuration not stated)	-4	11	10	16	1	3	-7	0	5
Cc1cccc(C)c1NC(=O)COc1ccc2c(C)c(Cc3ccccc3)c(=O)oc2c1	0	1	9	2	-2	2	68*	-4	11
O=C(NC1CCCCC1)c1cc(F)cc2c1OCOC2	1	3	-1	1	-1	-1	-7	2	2
CC(=O)c1cccc(NC(=O)c2ccc(S(=O)(=O)N3CC(C)OC(C)C3)cc2)c1 (configuration not stated)	0	-2	-2	6	1	nt	nt	6	-8
COc1ccc(N2C(=O)C3C4C=CC(C4)C3C2=O)nn1 (configuration not stated)	-7	3	14	15	1	0	-9	2	14
C=CCn1c(SCC(=O)Nc2c(C)n(C)n(-c3ccccc3)c2=O)nc2sc(C)c(-c3ccccc3)c2c1=O	5	-7	3	8	0	-7	-4	2	1
O=c1cc(CSc2nnc(-c3ccco3)o2)c2ccccc2[nH]1	-2	0	6	0	1	3	3	-4	-12
Cc1cc(=O)oc2cc(OCC(=O)N3CCN(c4ccc(F)cc4)CC3)ccc12	1	3	1	-4	2	1	-10	6	-6
Cc1cc(=O)[nH]c(SCC(=O)Nc2cc(S(=O)(=O)N3CCCC3)ccc2Cl)n1	-3	2	6	3	-2	4	8	-4	-5
COCCC(=O)N1CCCC(CNS(=O)(=O)c2ccc(OC)cc2)C1 (configuration not stated)	1	-2	3	0	6	6	-2	10	-2
O=C(Nc1nnc(-c2cccc(F)c2)s1)Nc1ccccc1F	1	6	7	-11	-2	-2	-2	3	-2
Cc1ccc(NC(=O)C2CCN(C(=O)NC3CCCCC3)CC2)cc1	-2	9	9	22	4	5	10	2	-14
COC(=O)CSc1nnc(SCc2ccc(Cl)cc2)s1	4	3	6	7	-1	-6	12	-4	3
O=C(NC1CC1)C1CCN(C2CCN(C(=O)c3ccc4cccc(F)c4n3)CC2)CC1	-8	3	-8	6	4	-5	5	9	6
Cc1ccc(Nc2nc3ccccc3n3nnnc23)cc1	-6	0	10	11	-7	4	34*	-6	-2
CCCc1nc(SCC(=O)Nc2nnc(SCC)s2)c2c(=O)n(C)c(=O)n(C)c2n1	2	-2	-1	20	2	8	2	10	3
CCC(C)(C)n1nnnc1C(c1ccncc1)N1CCC(Cc2ccccc2)CC1 (configuration not stated)	-5	7	-7	20	0	-3	-2	1	6
Cc1ccc(NC(=O)Nc2cccc([N+](=O)[O-])c2)cc1F	-3	-6	-5	18	-17	-15	2	-8	6
CC[C@@H]1C/C=C\Cc2ccccc2[C@H](C(=O)C[C@@H](O)CC(C)=O)OC1=O	-2	-4	3	14	nt	nt	nt	nt	nt
CCCn1c(O)c(N=N)c2ccccc21	-3	-5	8	-8	-2	3	8	-3	5
O=C(Nc1ccccc1N1CCCCC1)c1ccc2nccnc2c1	-5	-5	-2	15	-3	0	2	-9	0
CSCCC(NC(=O)c1ccccc1Br)C(=O)NCC(C)(C)N1CCOCC1 (configuration not stated)	0	6	0	4	1	1	2	1	-10
O=C(Nc1ccccc1N1CCCCC1)c1ccc(-c2cccc(Cl)c2)o1	-1	-3	0	13	-5	-1	-3	-8	-8

Next section (4 carried over from the part before).
SMILES	PAD4 inh	PAFAH1B3 inh	PAFAH2 FP inh	PREPL inhibitor	LYPLA1 inh	GSTO1 inh	EBNA-1 inh	LYPLA2 counter	ZTA counter
CCCn1c(O)c(N=N)c2ccccc21	-3	-5	8	-8	-2	3	8	-3	5
O=C(Nc1ccccc1N1CCCCC1)c1ccc2nccnc2c1	-5	-5	-2	15	-3	0	2	-9	0
CSCCC(NC(=O)c1ccccc1Br)C(=O)NCC(C)(C)N1CCOCC1 (configuration not stated)	0	6	0	4	1	1	2	1	-10
O=C(Nc1ccccc1N1CCCCC1)c1ccc(-c2cccc(Cl)c2)o1	-1	-3	0	13	-5	-1	-3	-8	-8
CC(=O)c1cccc(OCc2cc(C(=O)NC3CCN(Cc4ccccc4)CC3)no2)c1	-6	11	1	1	-2	-1	-12	0	-2
Cc1ccc([N+](=O)[O-])cc1-c1[nH]c(-c2ccc(O)c(O)c2)nc1-c1ccccc1	-5	19	-2	16	-11	6	-2	-9	5
O=c1oc2ccccc2c(Nc2cc3ccccc3cc2O)c1[N+](=O)[O-]	-7	10	16	19	-3	-14	1	-6	3
CCOC(=O)C1(CCC(C)C)CC(CSc2nc3ccccc3[nH]2)OC1=O (configuration not stated)	-5	1	7	6	-1	1	-10	-4	-8
Cc1ccc2ncccc2c1NS(=O)(=O)c1ccccc1	-5	12	3	-3	0	-6	-1	-9	-18
O=C(Nc1ccccc1C(=O)N/N=C/c1ccncc1)c1ccccc1	0	-2	-3	-5	-4	-13	10	-5	-1
CC(=O)Nc1ccc(NC(=O)C23CC4CC(C2)CC(n2cnc(Br)n2)(C4)C3)cc1	-2	5	5	1	-4	3	9	-6	14
CC1CCCCN1CC(=O)Nc1ccc2c(c1)OCO2 (configuration not stated)	-8	7	4	9	1	nt	nt	11	-28
C=CCc1cc(/C=C/c2nc(O)c([N+](=O)[O-])c(=O)[nH]2)cc(OC)c1O	-7	17	14	16	-1	18	-28	0	11
COc1cccc(NC(=O)c2cccnn2)c1	-2	10	-12	2	-2	6	-1	1	-8
COc1ccc(CNC(=O)c2n[nH]c3ccccc23)cc1OC	-2	4	-1	10	5	12	-6	5	-8
COc1ccc(C(=O)/C=C/C(=O)N(CC(=O)NC2CCCCC2)Cc2cccs2)c(O)c1	-2	-4	-5	6	-3	2	-2	-8	6
O=C(COC(=O)CC1CCCC1)Nc1ccccc1[N+](=O)[O-]	1	2	57*	12	2	nt	nt	0	-4
CC(C)CCNC(=O)CN(C(=O)CCC(=O)Nc1nccs1)C1CCCCC1	0	2	-4	-2	-3	-4	-13	-7	-2
COc1ccc(C(CNC(=O)c2ccc(Br)o2)N2CCN(C)CC2)cc1 (configuration not stated)	2	6	8	16	2	-4	1	5	-7
NC(=O)c1cc(S(=O)(=O)NCCCc2ccccc2)cs1	0	3	-3	-29	-1	3	5	4	10
CCOc1ccccc1OCC(=O)NNC(=S)NC1CCCCC1	1	10	4	-9	-5	3	3	-8	8
O=C(NCCCN1CCOCC1)c1cc(-c2ccccc2)nc2ccccc12	1	2	-1	-1	-1	0	2	5	2
COc1cccc(CN(C)C(=O)c2ccc(COc3ccc(Cl)cc3)cc2)c1OC	1	-3	-7	22	3	2	-3	21	-9
CN(C)CCCN(Cc1ccc2c(c1)OCO2)C(=O)NC1CCCCC1	-3	4	3	12	3	0	12	8	17
CCN1CCCC(NC(=O)c2cc([N+](=O)[O-])ccc2OC)C1 (configuration not stated)	0	-7	2	0	-2	-3	-6	-2	-3
CCC(C)Sc1ccc([C@H]2N[C@@](Cc3ccccc3)(C(=O)OC)[C@H]3C(=O)N(CC)C(=O)[C@@H]23)cc1 (some centres not stated)	3	5	-1	15	4	11	9	-4	-19
O=S(=O)(Nc1ccccc1Cl)c1ccc(NS(=O)(=O)c2cccs2)cc1	-1	11	15	-10	3	2	3	11	-6
O=C1CC2C(=O)NCCN2C(=NC(=O)c2ccc(Cl)cc2)N1 (configuration not stated)	3	5	-7	-28	-3	-1	7	1	-8
Cc1ccc(S(=O)(=O)N2CCC(C(=O)NC3CCCCC3C)CC2)cc1 (configuration not stated)	-3	2	-3	2	0	3	-7	-1	-7
CC(CCN1CCN(CCO)CC1)c1ccccc1 (configuration not stated)	4	4	-8	-2	2	4	9	2	-7
Cc1ccc(S(=O)(=O)N2CCCC2C(=O)NC2CCCCC2)cc1 (configuration not stated)	3	-6	3	-1	1	3	-3	1	0
O=C(CC1CCCCC1)N=C1SC2CS(=O)(=O)CC2N1c1ccccc1 (configuration not stated)	1	2	8	-2	-2	-3	-2	-6	-9
O=[N+]([O-])c1ccc(C2=Nn3c(Cn4nnc5ccccc54)nnc3SC2)cc1	-1	0	-3	-30	4	2	-13	18	-4
Nc1nnc(SCC(=O)OCC(=O)Nc2ccc(Br)cc2)s1	0	9	0	-12	-4	8	-4	7	-17
Cc1ccc(-n2c(C)cc(=O)cc2C)cc1[N+](=O)[O-]	0	-2	-2	3	-2	-2	-10	2	-14
CC1O[C@@H](O[C@H](C)CC/C=C/C(=O)O)C(O)C[C@H]1O (some centres not stated)	4	9	-7	9	2	7	14	3	23
COc1ccc(CN2CCN(C(=O)CC(C)C)CC2)cc1OC	4	-2	-2	-2	0	-4	10	3	2
CCC1Oc2ccccc2N(CC(=O)Nc2ccc(OC)cc2OC)C1=O (configuration not stated)	1	-1	8	4	-1	8	-9	-5	-2
CN(C)C(CNC(=O)CCNC(=O)c1ccc(Cl)cc1)c1ccco1 (configuration not stated)	1	3	5	3	0	8	8	0	-2
Cn1ccc(C(=O)Nc2sc3c(c2C(N)=O)CCCCC3)n1	3	8	3	1	-2	8	18	8	13
N#Cc1ccc(C#Cc2ccc3oc4ccccc4c(=O)c3c2)cc1	-2	1	6	4	nt	nt	nt	nt	nt
COC(=O)C1(CCSC)NC(c2ccc(O)cc2)C2C(=O)N(c3ccc4c(c3)OCCO4)C(=O)C21 (configuration not stated)	0	-4	5	-6	0	-12	2	2	14
CCCCN(C)C(=O)Cn1cnc2sc(C)c(S(=O)(=O)N3CCN(c4ccccc4OC)CC3)c2c1=O	-3	-11	1	-3	-4	1	1	2	5
COc1ccc(CCNC(=S)N2CCC(C(N)=O)CC2)cc1	-3	5	0	15	-1	-2	1	-7	18
COc1ccccc1/C=C/C=N/N1CCN(c2ccccn2)CC1	-4	6	5	14	1	5	5	6	-4
COc1ccc(-c2nn(-c3ccccc3)cc2C(=O)Nc2ccc(C(=O)O)cc2)cc1	0	6	-5	8	0	-14	5	1	3
CC(C)CN1CCN(Cc2cccn2-c2cccnc2)CC1CCO (configuration not stated)	-4	9	2	2	-3	2	2	-2	19
COCC(C)NC(=O)c1ccc(CN2CCc3ccccc3C2)cc1 (configuration not stated)	1	5	-1	15	6	3	-9	9	-24
CCN(CC)S(=O)(=O)c1ccc(OC)c(NC(=S)Nc2cccc(C)c2)c1	0	nt	nt	-4	0	3	-7	0	-9
NS(=O)(=O)c1ccc(NCc2ccccc2OCc2ccccc2F)cc1	-3	0	7	-10	3	3	-3	10	-18
COC(=O)c1sccc1NC(=O)c1cc(C)on1	3	2	-10	10	2	0	1	3	-8
COc1ccc(C(=O)NCCSc2ccccc2)cc1	-5	3	0	6	-4	4	-7	-4	-3
CCN(CC(=O)Nc1ccccc1C(F)(F)F)C(=O)c1ccc(N2C(=O)CCC2=O)cc1	12	0	-9	12	1	0	3	0	-1
CC1CN(C(=O)CSc2nc(-c3ccc(F)cc3)cs2)CC(C)O1 (configuration not stated)	-1	0	-8	3	-1	-1	3	2	7
COc1ccc(-c2noc(CCC(=O)NCCCN3CCC(C)CC3)n2)cc1	-4	4	-5	16	-3	-2	-18	6	-5

A portion of the library, so the mix of outcomes need not match the whole.
